ARNT-TACC3 inh – disruptors of human ARNT/TACC3 interaction. AID 623870. AlphaScreen His-ARNT PAS-B/GST-TACC3 binding, luminescence; TACC3 fragment carries E629A point mutation. inhibition, % at 9.99 µM. 390,000 compounds, 0.66% hits. Q9Y6A5;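 active = mean inhibition of replicates at least 50% and at least half of replicates each reaching 50%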;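 note: 0% = complete ARNT plus TACC3 wells and 100% = ARNT alone without TACC3; many hits fall short of the cut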
Statin myotox sup – suppression of simvastatin myotoxicity. C2C12 myotubes + simvastatin, ATP luminescence, 48 h; scaled: DMSO 0, geranylgeraniol control 100. rescue of ATP level, % at 7.49 µM. 330,000 compounds, 0.78% hits. AID 602340;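 active = mean ATP rescue above about 67%, or every replicate alone reaching that limit, limit read from the data, passing the limit was not always enough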;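 note: myotubes were challenged with 10 µM simvastatin during compound exposure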
Cneo AK release – Cryptococcus neoformans lysis via adenylate kinase release; C. neoformans lysis, adenylate kinase release luminescence, 4 h; normalised: neutral wells 0, clomiphene wells 100; lysis activity, % at 15 µM; 360,000 compounds, 0.2% hits;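 active = mean lysis activity across replicates of at least 80%, whatever share of replicates individually reach that level; inactive = mean lysis activity below 80%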
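Assay system: log-phase C. neoformans yeast / Quantity: yeast cell density of 5 × 10^6 cells/mL / Medium: fresh YPD growth medium / Compound: single dose / Timing: static 4 h at 37 °C with compound, 1 h detection / Measured by: adenylate kinase release luminescence / Read-out: lysis from increased AK signal / Benchmarks: Clomiphene as positive lysis control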
PglD inh – inhibitors of Campylobacter jejuni PglD acetyltransferase | inhibition, % at 12.5 µM | 360,000 compounds, 0.098% hits | AID 602405 | purified PglD enzyme, DTNB colorimetric CoA detection; in the data active = inhibition above about 16%, passing the limit was not always enough; note: strong numbers were not always called active
LGR2 antag – blocks bursicon-induced cAMP signaling via Drosophila LGR2. HEK293 LGR2, CRE-luciferase, bursicon-stimulated, 4 h. inhibition, % at 9.99 µM. 380,000 compounds, 0.35% hits. AID 720647;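 active = drop in luminescence signal, shown as inhibition above about 50% in the replicate tests, limit read from the data, passing the limit was not always enough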;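 note: agonist challenge used bursicon conditioned medium at about half maximal strength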
PGC1a acetyl inh – modulators of PGC1a acetylation; U2OS PGC1a acetylation, AlphaScreen anti-acetyl-lysine; with virally co-expressed GCN5 acetyltransferase; inhibition, % at 15.6 µM; 350,000 compounds, 0.17% hits; AID 651687;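 active = every replicate shows inhibition of at least 40%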;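 note: 0% = neutral control wells and 100% = positive control wells; some results beyond the cut were filed as inactive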
PAX8 reporter – PAX8 transcriptional activity inhibition; 360,000 compounds, 1.2% hits; AID 652154; RMG-I TPO-luciferase reporter, SteadyGlo, 24 h; inhibition, % at 12.6 µM;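 active = mean replicate inhibition at least 60% with every replicate also reaching 60%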;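 note: luciferase light reporting Pax8 driven TPO promoter activity; plate controls were median of neutral control wells for no effect and mitoxantrone controls for full effect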
GSIS activator – GLuc luminescence reporter in INS-1E cells, primary screen for activators of glucose-dependent secretion of insulin | INS-1E GLuc reporter insulin secretion, 2-3 h | activation, % at 16.6 µM | 370,000 compounds, 0.61% hits;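 active = lowest replicate activation of at least 40%, so every replicate reaches that level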;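 note: 0% = median of neutral control wells and 100% = median of IBMX positive control wells; some compounds called inactive have numbers as strong as hits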
The depositor's hits bear a star; . = no result given; & = joins results of further samples.

#1 CC(=O)N(C)C[C@@H]1Oc2cc(C3=CCCCC3)ccc2S(=O)(=O)N([C@@H](C)CO)C[C@@H]1C
#2 COCC(=O)N(C)C[C@H]1Oc2cc(-c3ccccc3F)ccc2S(=O)(=O)N([C@@H](C)CO)C[C@@H]1C
#3 COc1ccc2c3c(n(C)c2c1)[C@H](CO)N(Cc1ccccc1F)CC31CCN(C(=O)C2CCOCC2)CC1
#4 Cc1cccc(C(=O)Nc2ccc(C(=O)N/N=C/c3ccc(C)o3)cc2)c1
#5 CCOC(=O)c1[nH]c2ccccc2c1NC(=O)c1cc(OC)c(OC)c(OC)c1
#6 Cc1ccc(S(=O)(=O)CCC(=O)OCC(=O)N2CCN(S(=O)(=O)c3ccc(Cl)cc3)CC2)cc1
#7 CCn1c(CNC(=O)c2ccccc2F)nnc1SCC(=O)Nc1nncs1
#8 Cc1cccc(NC(=O)COC(=O)CCc2ccccc2)c1C

screen / no.	1	2	3	4	5	6	7	8
ARNT-TACC3 inh	.	-6	.	19	-3	0	.	1
Statin myotox sup	23	13	.	5	10	0	11	-1
Cneo AK release	.	-2	.	-1	2	0	-3	0
PglD inh	.	-3	.	4	4	4	1	0
LGR2 antag	18	6	-9	-1	.	-1	27	4
PGC1a acetyl inh	-1	7	-4	-17	4	-1	-3	14
PAX8 reporter	.	-5	-11	-4	.	14	-7	-2
GSIS activator	-4	3	-9	17	.	20	10	6

#9 CCn1nc(C)cc1C(=O)N1CCCC(N2CCN(Cc3ccc4c(c3)OCO4)CC2)C1 (stereo unspecified)
#10 CCCNC(=O)Nc1ccc2c(c1)C(=O)N(C)[C@H]1CC[C@@H](CC(=O)NCc3ccccc3)O[C@H]1CO2
#11 CCN(C(=O)CCCCC(=O)N(CC)c1ccccc1)c1ccccc1
#12 COc1cccc(=O)c2c(C)n(-c3cc(C)cc(C)c3)c(C)c12
#13 O=C(COc1ccc(F)c(Cl)c1)c1ccc[nH]1
#14 COc1ccc(CCNc2nc(-c3sc(N)nc3C)cs2)cc1OC
#15 C[C@@H](NC(=O)c1[nH]cnc1C(=O)Nc1cccc(Cl)c1)c1ccccc1
#16 CC(=O)N1[C@@H]2Cn3c(ccc(-c4ccccc4)c3=O)[C@H]1[C@@H](C(=O)N1CCN(C)CC1)[C@@H]2CO

screen / no.	9	10	11	12	13	14	15	16
ARNT-TACC3 inh	-2	.	5	4	.	4	3	-2
Statin myotox sup	8	-12	5	-6	.	-50	-18	-13
Cneo AK release	-4	0	3	0	-1	6	-3	0
PglD inh	-7	7	-6	5	3	-3	5	1
LGR2 antag	6	4	2	.	.	.	3	-25
PGC1a acetyl inh	24	5	-3	2	-2	.	.	.
PAX8 reporter	-3	3	29	9	-94	.	13	3
GSIS activator	4	-1	14	.	.	.	2	21

#17 O=C(CN1CCSC1=O)N1CCN(S(=O)(=O)c2ccc(F)cc2)CC1
#18 COc1ccc(S(=O)(=O)N(CC(=O)NCc2cccnc2)Cc2ccccc2)cc1
#19 CCCC(=O)Nc1c(-c2ccccc2Cl)c(=O)c2ccccc2n1C
#20 CCN(CC)CCNC(=O)c1cn(CC)c2ccc(S(=O)(=O)N(C)C)cc2c1=O
#21 O=C(COc1ccc([N+](=O)[O-])cc1Cl)N(C1CCCCC1)C1CCS(=O)(=O)C1 (stereo unspecified)
#22 O=C(Cc1cccc2ccccc12)NCC(=O)N1CCN(Cc2cccc(C(F)(F)F)c2)CC1
#23 CCCn1nnc(NC(=S)NC(=O)c2ccccc2OC)n1
#24 S=C(Nc1cccc(Cl)c1Cl)N1CCC2(CC1)OCCO2

screen / no.	17	18	19	20	21	22	23	24
ARNT-TACC3 inh	4	1	-3	1	-3	.	1	-2
Statin myotox sup	-18	.	-9	-4	-8	0	-3	.
Cneo AK release	.	.	4	3	-1	-1	8	.
PglD inh	.	.	1	3	-4	.	-2	.
LGR2 antag	-6	-14	10	0	11	-1	-24	5
PGC1a acetyl inh	.	.	7	4	.	4	4	-29
PAX8 reporter	.	-8	1	18	1	31	-17	8
GSIS activator	30	-2	.	5	23	-10	.	9

An excerpt from above in order of molar mass, lowest first.
#23 CCCn1nnc(NC(=S)NC(=O)c2ccccc2OC)n1
#24 S=C(Nc1cccc(Cl)c1Cl)N1CCC2(CC1)OCCO2
#19 CCCC(=O)Nc1c(-c2ccccc2Cl)c(=O)c2ccccc2n1C
#17 O=C(CN1CCSC1=O)N1CCN(S(=O)(=O)c2ccc(F)cc2)CC1
#20 CCN(CC)CCNC(=O)c1cn(CC)c2ccc(S(=O)(=O)N(C)C)cc2c1=O

screen / no.	23	24	19	17	20
ARNT-TACC3 inh	1	-2	-3	4	1
Statin myotox sup	-3	.	-9	-18	-4
Cneo AK release	8	.	4	.	3
PglD inh	-2	.	1	.	3
LGR2 antag	-24	5	10	-6	0
PGC1a acetyl inh	4	-29	7	.	4
PAX8 reporter	-17	8	1	.	18
GSIS activator	.	9	.	30	5

Continued:
#25 CCOC(=O)c1ccc(Oc2nc(NC)nc(SC)n2)cc1
#26 C[C@H]1CN([C@@H](C)CO)C(=O)c2cc(NC(=O)Nc3ccc4c(c3)OCO4)ccc2O[C@@H]1CN(C)S(=O)(=O)c1ccc(F)cc1
#27 O=C(COC(=O)/C=C/c1ccc(S(=O)(=O)N2CCOCC2)cc1)NCc1ccc(Cl)cc1
#28 O=C1CC(NS(=O)(=O)c2cccnc2)CN1c1ccc(Cl)cc1 (stereo unspecified)
#29 COC(=O)C(CC#Cc1ccc2c(c1)[C@]1(C(=O)N2)[C@H](c2ccc(OCCO)cc2)N2[C@H](c3ccccc3)[C@H](c3ccccc3)OC(=O)[C@H]2[C@@H]1C(=O)NC[C@H](O)c1ccccc1)C(=O)OC
#30 CC(C)NC(=O)N(C)C[C@H]1Oc2ccc(NC(=O)C3CCCCC3)cc2CC(=O)N([C@@H](C)CO)C[C@H]1C
#31 CCCC#Cc1ccc2c(c1)O[C@@H](CN(C)C(=O)C1CCCCC1)[C@@H](C)CN([C@H](C)CO)S2(=O)=O
#32 CCCCS(=O)(=O)N1CCC(C(=O)NCC2CCCO2)CC1 (stereo unspecified)

screen / no.	25	26	27	28	29	30	31	32
ARNT-TACC3 inh	.	3	-11	6	-25	-6	.	-2
Statin myotox sup	16	15	9	7	.	3	2	12
Cneo AK release	.	-4	-2	1	5	-8	.	-3
PglD inh	.	3	-4	-4	-1	2	.	-3
LGR2 antag	-35	-6	-12	5	.	-1	2	-1
PGC1a acetyl inh	0	-5	-3	-1	10	.	-17	.
PAX8 reporter	.	.	2	-11	1	-17	.	-24
GSIS activator	-5	-24	-5	-3	.	10	-18	-5

#33 COC(=O)c1ccc(Oc2c(C)oc3cc(OCc4cnn(-c5ccccc5)c4)ccc3c2=O)cc1
#34 C[C@H]1CNC(=O)c2c(C(=O)N3CCN(C(=O)OC(C)(C)C)CC3)ncn21
#35 CCC(=O)N1[C@H](CO)[C@@H](c2ccccc2)C12CN(Cc1nccs1)C2
#36 CSc1nc(C2CC2)cc(-c2cccs2)c1C#N
#37 O=C(CCN1C(=O)c2ccccc2C1=O)Nc1ccc(S(=O)(=O)N2CCOCC2)cc1
#38 CCCCCC(=O)Nc1nc(C)c(-c2csc(Nc3ccccc3OC)n2)s1
#39 O=C1NC(=Nc2ccccc2Br)SC1(CO)CO
#40 COc1ccc(NC(=O)c2cc(-c3ccco3)nc3ccccc23)cn1

screen / no.	33	34	35	36	37	38	39	40
ARNT-TACC3 inh	.	.	.	5	6	-2	-6	.
Statin myotox sup	1	1	.	-16	28	-26	-3	2
Cneo AK release	0	-2	.	-1	6	2	0	2
PglD inh	2	-4	.	-7	-3	1	-3	-3
LGR2 antag	.	-5	7	2	-15	-7	-2	2
PGC1a acetyl inh	-3	-7	-8	-4	-5	.	-6	.
PAX8 reporter	.	10	-9	.	.	21	3	-5
GSIS activator	.	-57	-8	-4	-3	-19	9	24

#41 CCC(=O)N1[C@@H]2c3ccc(C4=CCCC4)c(=O)n3C[C@@H]2[C@@H](CO)[C@@H]1C(=O)NC1CCC1
#42 C[C@@H]1CN([C@H](C)CO)S(=O)(=O)c2ccc(C3=CCCC3)cc2O[C@H]1CN(C)C(=O)c1ccccn1
#43 CCSc1nc(C)c(CC)c(C)c1C(N)=O
#44 Cc1nn2c(N3CCN(C)CC3)c3c(nc2c1-c1ccccc1)CCCC3
#45 O=C(NCc1nc2ccccc2[nH]1)c1ccc(Cl)c(S(=O)(=O)N2CCCC2)c1
#46 Cc1nn(C)cc1S(=O)(=O)N1CCN(Cc2ccc(F)cc2Cl)CC1
#47 O=C(C1=C[C@@H](C2CCCCC2)C[C@@H](OCc2ccc(CO)cc2)O1)N1CCOCC1
#48 O=C(Nc1ccc2ccccc2c1)c1cn(-c2ccccc2)nc1-c1cccs1

screen / no.	41	42	43	44	45	46	47	48
ARNT-TACC3 inh	-13	6	-8	.	5	18	4&5	34
Statin myotox sup	-1	-9	-28	.	2	9	-25	-11
Cneo AK release	-4	7	7	0	2	.	-6&-1	-3
PglD inh	0	-1	17	7	1	.	-3&4	-2
LGR2 antag	5	-11	-21	-5	.	-22	4	.
PGC1a acetyl inh	.	6	6	-18	-9	-1	-1&-1	-7
PAX8 reporter	.	.	.	8	.	38	6&-1	2
GSIS activator	14	16	-11	1	.	-7	-16	.

Arranged by the number under ARNT-TACC3 inh (smallest number first): some entries from above
nr	Molecule	ARNT-TACC3 inh	PglD inh	LGR2 antag	PGC1a acetyl inh	GSIS activator
43	CCSc1nc(C)c(CC)c(C)c1C(N)=O	-8	17	-21	6	-11
45	O=C(NCc1nc2ccccc2[nH]1)c1ccc(Cl)c(S(=O)(=O)N2CCCC2)c1	5	1	.	-9	.
46	Cc1nn(C)cc1S(=O)(=O)N1CCN(Cc2ccc(F)cc2Cl)CC1	18	.	-22	-1	-7

(more compounds)
#49 CC1(C)NC(=O)N(CC(O)CN(c2cccc([N+](=O)[O-])c2)S(=O)(=O)c2ccccc2)C1=O (stereo unspecified)
#50 CC1CCC(NC(=O)CN2CCC(n3nnc4cc(F)ccc43)CC2)CC1 (stereo unspecified)
#51 Cc1ccc(CNC(=O)CCCc2c[nH]c3ccccc23)cc1
#52 CC1CCCN(C(=O)COC(=O)c2ccc3[nH]c4c(c3c2)CCCC4)C1 (stereo unspecified)
#53 Cc1cccc(C)c1NC(=O)c1ccc(-n2cnnn2)cc1
#54 CCCCc1nc2ccccc2c(=O)n1NC(=O)c1c(O)c2c(n(CC(C)C)c1=O)CCCC2
#55 CC1(C)C(c2cccs2)=[N+]([O-])C2(CCCCC2=O)N1O (stereo unspecified)
#56 Cc1ccc(S(=O)(=O)N(CC(=O)Nc2cccc([N+](=O)[O-])c2)C2CCCCC2)cc1
#57 CC(=O)Nc1ccc(S(=O)(=O)NCCc2ccc(F)cc2)cc1
#58 COc1ccc(NC(=O)CCN2CCCCCC2)c(OC)c1
#59 CC(C)c1onc(C(=O)Nc2ccc3c(c2)OCO3)c1[N+](=O)[O-]

screen / no.	49	50	51	52	53	54	55	56	57	58	59
ARNT-TACC3 inh	0	-1	3	-6	-4	-2	1	6	3	2	1
Statin myotox sup	-2	-7	6	.	6	-5	6	53	-18	2	8
Cneo AK release	3	1	0	-2	-5	0	.	9	3	.	-2
PglD inh	-3	-3	-6	-4	3	2	.	0	-1	.	-4
LGR2 antag	-7	.	-7	-70	.	.	3	.	.	-9	.
PGC1a acetyl inh	.	-1	.	.	-3	-4	-1	-22	-2	-13	2
PAX8 reporter	-10	39	8	-89	.	-2	-10	.	.	.	.
GSIS activator	-3	-28	-33	-4	.	.	1	.	.	9	.

High-throughput results deposited in PubChem BioAssay by Broad Institute.
